From PubChem BioAssay
All columns: NCI-60 one-dose screen, growth in % after 48 h at 10 µM unless noted; 100 = growth as untreated, 0 = no growth, -100 = all killed.
CAKI-1: CAKI-1 renal cancer; 75,000 tested, 4.7% active; AID 1794772
A498: A498 renal cancer cells. 76,000 tested, 5.4% active
ACHN: ACHN renal cancer; 81,000 tested, 4.9% active; AID 1794771
RXF 393: RXF 393 renal cancer cells | 77,000 tested, 6.9% active
NCI-H23: NCI-H23 lung cancer; 80,000 tested, 4% active
NCI-H460: NCI-H460 lung cancer; 82,000 tested, 6.8% active; AID 1794736
NCI/ADR-RES: NCI/ADR-RES ovarian cells; 81,000 tested, 4.4% active
NCI-H226: NCI-H226 lung cancer; 79,000 tested, 3.5% active
NCI-H522: NCI-H522 lung cancer. 78,000 tested, 8% active. AID 1794739
Numbers without * were called inactive; x = no result given; & = joins results of further samples. The calls were made as follows: active = growth percent below 10; inactive = the rest.

SMILES	CAKI-1	A498	ACHN	RXF 393	NCI-H23	NCI-H460	NCI/ADR-RES	NCI-H226	NCI-H522
COc1ccc(N=C(C)C2C(=O)c3ccccc3C2=O)cc1	77	78	92	x	88	98	87	82	111
C#CC(O)c1cccc([N+](=O)[O-])c1 (stereo not given)	96	93	106	116	116	106	113	100	91
COc1cc(O)c2c(=O)c(OC)c(-c3ccccc3)oc2c1	130	124	105	x	93	92	88	98	x
Cn1c(=O)[nH]c(-c2cccc([N+](=O)[O-])c2)c(C#N)c1=O	90	99	97	107	98	101	103	99	95
Cn1ncc2c(c1=O)-n1nc(CN3CCCC3)cc1-c1ccccc1O2	x	85	99	110	91	99	107	83	88
O=c1[nH]c(O)c(/C=C2\C=c3ccccc3=N\C2=N\c2nccs2)s1	91	95	88	109	86	92	99	x	75
CC(C)C(C(=O)NCCCN1CCOCC1)N1C(=O)/C(=C/c2ccc(Br)cc2)SC1=S (stereo not given)	97	101	101	123	97	101	102	109	92
CCOC(=O)CCc1ccc(C(C)=O)cc1	x	102	106	112	102	103	103	97	95
CC(=O)Nc1nonc1-n1nnc(-c2csc(N)n2)c1C	92	89	115	106	99	104	111	x	97
O=[N+]([O-])c1ccc(-c2nc(Cl)c3c(n2)CCCC3)o1	-16*	84	97	94	89	34	x	64	-41*
O=C(Cc1ccccc1)Nc1ccc(Br)cc1	76	98	95	86	89	93	94	99	80
O=C1C=CC(c2ccccc2)(c2ccccc2)CC1	75	x	107	106	95	100	92	90	100
COc1ccc(/C=C2\C(=O)N=C3N2N=C(C)C(=O)N3c2ccccc2)cc1	91	103	95	105	93	105	102	91	77
COc1cc2c(cc1OC)C(c1cc(OC)c(OC)c(OC)c1)C1(O)C(=O)OCC1(O)C2 (stereo not given)	92&102	88	95&105	119&132	106&130	109&112	104&112	98&108	89
O=C(Nc1ccc(C2=NCCN2)cc1)Nc1cccc(NC(=O)Nc2cccc(C3=NCCN3)c2)c1	x	121	98	x	92	91	106	94	85
CC(C)CCNC(=O)N/C(N)=N/c1nc2ccccc2s1	52	116	58	75	47	67	57	52	54
CC(Nc1ccc(S(=O)(=O)Nc2ncccn2)cc1)c1ccc2cccnc2c1O (stereo not given)	97	123	101	94	110	106	101	100	98
CCOP(=O)(OCC)/C(C#N)=C/c1c(C)[nH]c2ccccc12	51	116	102	108	103	101	98	84	87
COC(CCCl)c1ccc(Cl)cc1 (stereo not given)	101	109	89	113	107	107	99	101	75
CN(C)N=Nc1ccc(-c2ccc(N=NN(C)C)cc2)cc1	73	103	79	114	95	93	98	98	88
CC(C)(C)n1cc(-c2ccnc(NCCCNS(=O)(=O)c3ccccc3)n2)c(-c2ccc(F)c(O)c2)n1	89	97	91	95	94	91	95	108	91
Nc1nc(N)c2c(n1)NC(c1ccc3c(c1)OCO3)CC(c1ccc([N+](=O)[O-])cc1)=N2 (stereo not given)	98	90	103	92	93	107	82	104	92
COc1ccc(-c2c(-c3nc4ccc(N5CCOCC5)cc4[nH]3)[nH]c(C)c2C(C)=O)cc1	17	27	34	45	53	58	39	50	38
C=CCn1c(SCC(=O)Nc2ccc(C(=O)/C=C/c3ccc(C)cc3C)cc2)nnc1-c1c[nH]c2ccccc12	x	105	90	x	87	106	96	83	85
COC(=O)C1=C(C(=O)c2ccc(OC)c(OC)c2)C(c2cc(OC)c(OC)c(OC)c2)C(C#N)=C(N)O1 (stereo not given)	95	124	104	121	104	110	103	113	81
CN(C)c1ccc(/C=C(\C#N)C(=O)O)cc1	104	100	110	103	95	96	106	97	83
CC(=O)n1cc(-c2c[nH]c3ccccc23)c(-c2ccc(Cl)cc2)n1	61	72	78	81	76	82	86	x	75
CNC(=O)c1cc(-c2ccc(NC(=S)Nc3ccc(Cl)c(C(F)(F)F)c3)cc2)nc2cccnc12	84	83	93	102	87	96	96	95	78
C1CCC2(CC1)NCCO2	81	91	92	105	100	100	96	106	95
O=C(O)c1ccc(-c2nn(-c3ccc(C(=O)O)cc3)cc2/C=N/NC(=O)c2cccnc2)cc1	87	94	102	105	98	102	102	100	116
O=C(Cc1ccc(F)cc1)c1ccccc1	106	100	110	118	103	108	108	110	101
CN(CC(O)CN(C)C1CCCCC1)C1CCCCC1	x	90	102	105	98	98	97	98	87
CSC1=Nc2c(c(C)c(-c3ccccc3)n2CCCN2CCN(C)CC2)C2=NC(=O)CN12	92	93	90	106	94	101	98	76	85
N#Cc1ccoc1	102	98	103	108	109	106	110	101	100
CC1=NN(C2=NC(=O)/C(=C/c3cn(-c4ccccc4)nc3-c3ccccc3)S2)C(c2ccc(N(C)C)cc2)C1 (stereo not given)	89	121	110	72	109	120	99	98	87
CCCCC1=C(Br)C(=O)c2nc(C)ccc2C1=O	86	94	57	90	93	99	100	91	63

2 entries drawn at random from the list so far:
SMILES	CAKI-1	A498	ACHN	RXF 393	NCI-H23	NCI-H460	NCI/ADR-RES	NCI-H226	NCI-H522
N#Cc1ccoc1	102	98	103	108	109	106	110	101	100
C1CCC2(CC1)NCCO2	81	91	92	105	100	100	96	106	95

Continuation:
SMILES	CAKI-1	A498	ACHN	RXF 393	NCI-H23	NCI-H460	NCI/ADR-RES	NCI-H226	NCI-H522
CN(C)CCCn1c2c(c3cc(-c4cccc(S(N)(=O)=O)c4)ccc3c1=O)C(=O)c1ccccc1-2	x	96	57	85	57	14	71	78	45
Cc1ccc2oc(=O)cc(C)c2c1	96	90	104	109	x	103	110	100	92
CC(=O)Nc1ccc(N)cc1N	95	109	117	119	107	113	107	101	112
COc1ccc(-c2cc(-c3cccnc3)nc3sc(C(=O)Nc4ccccc4)c(N)c23)cc1OC	47	65	41	76	88	44	54	77	x
COc1ccc(-c2c[nH]c(C(=O)NCCO)c2-c2cc(OC)c(OC)c(OC)c2)cc1	75	94	107	x	101	102	103	91	88
CN(C)CCNc1nc2ccccc2c2c(=O)c3cc(F)ccc3sc12	14	18	21	40	59	-5.6*	38	83	38
CCCCOc1nc2ccc(C)cc2cc1/C=C/c1cc(/C=C/c2cc3cc(C)ccc3nc2OCCCC)[nH]n1	92	94	101	x	99	106	101	99	96
C\C=C/C=N/N=C(N)\C(N)=N\N=C\C=C\C	100	117	111	116	108	111	110	110	92
O=C(Nc1ccc(F)cc1)NC(Cc1ccccc1)C(=O)O (stereo not given)	102	113	106	108	107	105	109	106	85
O=C1CCC(N2C(=O)c3cccc(NCCOCCOCCNC(=O)c4cc5c(o4)C(=O)c4ccccc4C5=O)c3C2=O)C(=O)N1 (stereo not given)	22	x	42	-40*	-54*	-81*	94	x	-55*
CCn1cc(-c2ccnc(NCCNS(=O)(=O)c3ccc(Br)cc3)c2)c(-c2cccc(OC)c2)n1	66	66	83	100	-96*	78	74	73	57
COc1ccc(-c2nnc(-c3c(-c4ccccc4)nc4ncccn34)o2)cc1OC	103	117	89	98	97	107	101	93	94
CC(=O)Nc1ccccc1[N+](=O)[O-]	100	103	112	125	100	107	101	105	106
c1ccc(NCc2ccco2)cc1	83	109	103	133	102	112	114	109	100
CC1(C)/C(=N/OCCC#N)CC[C@]2(C)[C@H]3C(=O)C=C4[C@H]5C[C@](C)(C(=O)O)CC[C@]5(C)CC[C@@]4(C)[C@]3(C)CC[C@@H]12	49	130	93	73	88	72	103	87	x
C1CCC(N2CCN(C3CCCCC3)CC2)CC1	102	98	112	95	96	106	99	107	105
CC(=O)NNC(=S)/N=C/c1c(O)cc(C)oc1=O	95	92	102	112	98	108	101	103	94
CCC(c1ccc(O)cc1)C(CC)c1ccc(OC)cc1 (stereo not given)	244	125	98	73	109	97	107	112	88
C/C(=C\CCc1ccoc1)CC/C=C(\C)CCCC1COC(=O)C1 (stereo not given)	94	91	98	99	106	99	101	104	x
COc1ccc(-n2c(SCc3cc(OC)c(OC)c(OC)c3)nc3cc(OC)c(OC)cc3c2=O)cc1	74	103	97	103	92	96	96	x	x
Nc1nc(-c2ccc(Cl)cc2)cc(-c2cn(-c3ccccc3)nc2-c2ccc(OCc3ccccc3)cc2)n1	79	81	101	107	91	97	103	93	81
CC(C)c1ccc(C(=O)Nc2sc3c(CN(C)C)c(O)ccc3c2C(N)=O)cc1	80	83	61	12	49	72	52	87	44
O=C(Nc1ccc(-n2cc(-c3ccncc3)c(-c3ccc(Cl)c(O)c3)n2)cc1)Nc1cc(C(F)(F)F)cc(C(F)(F)F)c1	8.5*	18	12	-11*	15	5.8*	11	42	x
CCOC(=O)CCN1C(=O)/C(=C/c2ccc(O)cc2)SC1=S	90	53	94	94	98	101	93	95	77

Profiles, looked up by structure:
CCC(c1ccc(O)cc1)C(CC)c1ccc(OC)cc1 (stereo not given) is listed as CAKI-1: 244; A498: 125; ACHN: 98; RXF 393: 73; NCI-H23: 109; NCI-H460: 97; NCI/ADR-RES: 107; NCI-H226: 112; NCI-H522: 88
O=C(Nc1ccc(-n2cc(-c3ccncc3)c(-c3ccc(Cl)c(O)c3)n2)cc1)Nc1cc(C(F)(F)F)cc(C(F)(F)F)c1 is listed as CAKI-1: 8.5*; A498: 18; ACHN: 12; RXF 393: -11*; NCI-H23: 15; NCI-H460: 5.8*; NCI/ADR-RES: 11; NCI-H226: 42; NCI-H522: x

Four entries from above, with two lines to a compound:
Fields: CAKI-1	A498	ACHN	RXF 393	NCI-H23	NCI-H460	NCI/ADR-RES	NCI-H226	NCI-H522
O=C(Nc1ccc(C2=NCCN2)cc1)Nc1cccc(NC(=O)Nc2cccc(C3=NCCN3)c2)c1
  x	121	98	x	92	91	106	94	85
CC(C)CCNC(=O)N/C(N)=N/c1nc2ccccc2s1
  52	116	58	75	47	67	57	52	54
CC(Nc1ccc(S(=O)(=O)Nc2ncccn2)cc1)c1ccc2cccnc2c1O (stereo not given)
  97	123	101	94	110	106	101	100	98
CCOP(=O)(OCC)/C(C#N)=C/c1c(C)[nH]c2ccccc12
  51	116	102	108	103	101	98	84	87

Other records
SMILES	CAKI-1	A498	ACHN	RXF 393	NCI-H23	NCI-H460	NCI/ADR-RES	NCI-H226	NCI-H522
FC(F)(F)c1cccc(-c2cn3c(ccc4ccccc43)n2)c1	71	95	90	115	79	97	93	95	82
Cc1[nH]nc2c1C(c1ccc(C3NCCc4c3[nH]c3ccccc43)cc1)C(C#N)=C(N)O2 (stereo not given)	75	85	101	114	97	101	123	90	87
COC(=O)CC1CC1c1ccc2ccccc2c1 (stereo not given)	101	80	110	x	101	116	101	99	99
CNc1ccccc1C(=O)OC	93	96	104	134	97	109	97	97	99
COc1nc2c(c(=O)[nH]1)C(c1cc3ccc(Cl)cc3[nH]c1=O)C1=C(CC(C)(C)CC1=O)N2 (stereo not given)	98	102	94	112	93	98	101	73	82
NC(=O)N1CCCCC1	93	95	114	103	x	113	117	102	97
COc1ccc(-c2cc(C(=O)N=Nc3c(O)n(C)c4ccccc34)no2)cc1	92	56	100	122	97	103	105	101	93
C=C1CC[C@@H]2[C@]3(C)COC(c4cn[nH]c4-c4cccc(Br)c4)O[C@@H]3CC[C@@]2(C)[C@@H]1C/C=C1/C(=O)OCC1O (stereo not given in full)	-39*	-94*	-100*	-91*	-94*	-69*	-50*	-88*	-56*
CC1=C(O)C(=O)C(C(C#N)(C#N)C(C#N)C#N)C1 (stereo not given)	x	97	106	110	92	102	98	96	86
Cc1ccccc1COc1ccc(-c2onc(C)c2-c2ccc(Cl)cc2)cc1	49	39	67	70	74	55	39	57	25
COc1cc(NC(=O)CSc2nc3ccc(Cl)cc3c(=O)n2-c2ccc(F)cc2)cc(OC)c1OC	72	35	86	80	85	91	81	83	79
FC(F)(F)c1cc(-c2nnc3n2NC(N2CCOCC2)CS3)cc(C(F)(F)F)c1 (stereo not given)	92	77	101	x	104	103	105	87	x
CCOC(=O)CCN(C(=S)Nc1ccccc1)C1CCCCC1	87	104	109	120	106	105	103	101	105
COc1cc2cc(c1Cl)N(C)C(=O)C[C@H](OC(=O)[C@H](C)N(C)C(=O)CCS)C[C@]1(C)O[C@H]1[C@H](C)[C@@H]1C[C@@](O)(NC(=O)O1)[C@H](OC)/C=C/C=C(\C)C2	x	-22*	25	44	23	7.4*	10	70	-31*
CCc1cc(C(C)(C)C)c(O)c(C(C)(C)C)c1	x	89	104	117	105	105	100	101	95
CCOC(=O)C1=C(N)N(c2ccccc2)C2=C(C(=O)CC(C)(C)C2)C1c1ccc(N2CCOCC2)cc1 (stereo not given)	82	110	97	91	x	106	100	90	89
CCCCCC1C(=O)N2C=C(c3ccccc3)c3ccccc3N2C1=O (stereo not given)	98	101	95	100	97	99	100	106	92
Cc1nc(NC(=O)COc2cccc(/C=C3\COc4ccccc4C3=O)c2)sc1C	-94*	87	-97*	x	x	9.9*	x	83	-50*
COc1ccc(/C=C(\C#N)c2cc(OC)c3c(c2)OCO3)cc1	41	36	x	21	38	5.3*	7.7*	27	-8.8*
NC1=NC(c2ccc(Br)cc2)N=C(Nc2nn[nH]n2)N1 (stereo not given)	87	105	99	104	104	101	99	99	97
Oc1cccc(-c2nc(N3CCOCC3)c3c4c(sc3n2)CCCC4)c1	70	114	38	16	56	44	52	61	42
CCC(C)C1NC(=O)C(CCCCN)NC(=O)C(CCCCN)NC(=O)C(CC(C)C)NC(=O)C(CCCCN)NC(=O)C(C(C)CC)NC(=O)C(C(C)C)NC(=O)C(C(C)CC)NC(=O)C(CCCCN)NC(=O)C(CCCCN)NC(=O)C(C)NC(=O)C(CCCCN)NC(=O)C(CC(C)C)NC1=O (stereo not given)	6.7*	22	3.8*	45	17	15	59	47	9.3*
Nc1ccc2c(c1)C(=O)C(=O)c1c-2nc2ccccn12	x	-19*	-59*	29	-43*	1.0*	12	13	18
CCOC(=O)c1c(O)c2cc(-c3ccccc3)nc(OCC)c2c(=O)n1C	97	90	98	-0.2*	86	110	82	79	99
NC(=S)CNC(=O)c1ccccc1	x	89	95	106	111	116	122	97	92

No enrichment for hits; 12% or so of the library scored in one or more.
